Source: PubChem
OX1R antag-1: OX1R (human) antagonism. O43613. OX1R-expressing cells, FRET antagonist read-out. inhibition, % at 6.6 µM. 330,000 tested, 1.8% active. AID 485270; in the data active = inhibition mostly above about 38%, no sharp cut-off; inactive = mostly below about 40%;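 also: 0% = agonist challenge alone and 100% = reference antagonist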
Target sequence (O43613 whole entry, looked up): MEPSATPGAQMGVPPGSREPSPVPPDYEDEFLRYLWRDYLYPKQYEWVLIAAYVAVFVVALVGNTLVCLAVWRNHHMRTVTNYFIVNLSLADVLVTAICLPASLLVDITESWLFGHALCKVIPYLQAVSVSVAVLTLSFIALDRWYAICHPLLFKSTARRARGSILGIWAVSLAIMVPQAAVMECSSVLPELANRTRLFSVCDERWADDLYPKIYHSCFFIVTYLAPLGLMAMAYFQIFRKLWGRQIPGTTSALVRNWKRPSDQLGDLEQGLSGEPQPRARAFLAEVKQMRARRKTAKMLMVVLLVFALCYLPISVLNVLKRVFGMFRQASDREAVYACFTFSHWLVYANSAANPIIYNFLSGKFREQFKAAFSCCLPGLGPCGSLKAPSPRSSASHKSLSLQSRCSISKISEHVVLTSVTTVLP
OX1R antag-2: antagonists of human orexin 1 receptor | O43613 | CHO/OX1R cells, Fluo-8 calcium fluorescence, orexin A | inhibition, % at 5 µM | 330,000 tested, 0.43% active | AID 434989;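 active = inhibition above its plate's threshold, mean inhibition of all tested compounds on the plate plus 3 SD, cut at about 37% in these data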;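 also: 0% = orexin A challenge wells and 100% = SB-334867-A antagonist wells; not every result past the cut was called active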
Numbers without * were called inactive.

SMILES | OX1R antag-1 | OX1R antag-2
CC(=O)Nc1ccc(C(=O)CSc2ncn(-c3ccccc3)n2)cc1 | 60 | 25
CC(C)C(=O)N=c1sc2cccc(F)c2n1C | 13 | -21
COc1ccc(N/C=C\C(=O)c2ccc(Br)cc2)cc1OC | 21 | -13
COc1cccc(Cn2cccc(NC(=O)NCc3ccccc3)c2=O)c1 | 54 | -9
Cc1cc(OCC(=O)N2CCOCC2)c(C(C)C)cc1Cl | 5 | -17
CCn1c(C)c(C(=O)O)c2cc(OC)c3ccccc3c21 | 99* | -29
Cc1nn(C(=O)N2CCOCC2)c(C)c1C | 23 | -15
Cc1ccc(NC(=O)CCNCc2ccco2)cc1S(=O)(=O)N(C)C | 7 | -10
Cc1nn2c(-c3cccc(NC(=O)c4ccco4)c3)nnc2c2ccccc12 | 34 | -24
Cc1nc2nc(SCC(=O)c3ccc([N+](=O)[O-])cc3)[nH]c2cc1Br | 12 | -7
Cc1cc(C)n2nc(SCC(=O)NC(=O)NCc3ccco3)nc2n1 | 30 | -26
Cc1ccc(C(=O)CCC(=O)N2CCN(C(=O)c3ccco3)CC2)cc1 | 8 | -10
Cc1cc(NC(=O)CSc2nc(C)c(C)c(=O)[nH]2)no1 | 28 | -3
Cc1cc(NC(=O)C(C)Oc2ccc(Cl)cc2Cl)n(-c2ccccc2)n1 (stereo unspecified) | 17 | -30
CCOCCn1c(SCc2ccc(F)cc2)nc2c1c(=O)[nH]c(=O)n2C | 8 | -29

In the list so far, these have a Cl atom:
SMILES | OX1R antag-1 | OX1R antag-2
Cc1cc(OCC(=O)N2CCOCC2)c(C(C)C)cc1Cl | 5 | -17
Cc1cc(NC(=O)C(C)Oc2ccc(Cl)cc2Cl)n(-c2ccccc2)n1 (stereo unspecified) | 17 | -30

Additional entries follow:
SMILES | OX1R antag-1 | OX1R antag-2
O=S(=O)(c1ccc(Cl)cc1)N1CCN(c2ncnc3sccc23)CC1 | 19 | 36
CC(C)Sc1nnc(Nc2ccccc2)s1 | 49 | -5
Cc1c(NC(=O)CN2CCN(c3ccc(O)cc3)CC2)c(=O)n(-c2ccccc2)n1C | 11 | -2
CCC(C)Sc1nc2c(cnn2-c2ccc(C)cc2)c(=O)[nH]1 (stereo unspecified) | 3 | -26
COc1cc(CNCCO)ccc1OCCc1ccccc1 | 1 | -24
CCNC(=S)N1CCC(c2nc3cc(C)c(C)cc3[nH]2)CC1 | 7 | -21
COc1cc2cc(C(c3nnnn3C(C)(C)C)N3CCc4ccccc43)c(=O)[nH]c2cc1OC (stereo unspecified) | 17 | -39
S=C1NC(c2ccccc2)=NCN1c1ccc(Cl)cc1 | 21 | -19
O=S(=O)(c1ccc(Cl)cc1)n1cnc2ccccc21 | 0 | -4
CN(C)S(=O)(=O)c1ccc2oc(SCC(=O)NCC(F)(F)F)nc2c1 | 10 | -24
CC(=O)NCCc1nc2ccccc2n1Cc1ccc(Cl)cc1 | 1 | -22
CCOC(=O)C1=C(O)/C(=C/c2cn(CC(=O)NCC3CCCO3)c3ccccc23)SC1=Nc1ccc(C)cc1 (stereo unspecified) | 15 | -22
CC(=O)OCC(=O)C1CCC2C3CC=C4CC(O)CCC4(C)C3CCC12C (stereo unspecified) | 6 | -1
CN1CCC(N(C)C(=S)NC(=O)C23CC4CC(CC(C4)C2)C3)CC1 | 10 | -13
COc1ccc(C(=O)c2sc(Nc3ccccc3F)nc2N)cc1 | 12 | -56

Continued, overlapping the part above by 2 compounds.
SMILES | OX1R antag-1 | OX1R antag-2
CN1CCC(N(C)C(=S)NC(=O)C23CC4CC(CC(C4)C2)C3)CC1 | 10 | -13
COc1ccc(C(=O)c2sc(Nc3ccccc3F)nc2N)cc1 | 12 | -56
CCOC(=O)c1c(-c2ccccc2)oc2cc(Br)c(O)c(C=O)c12 | -3 | -25
COc1ccc(NC(=O)Nc2ccc3c(c2)C(=O)N([C@@H](C)CO)C[C@@H](C)[C@@H](CN(C)S(=O)(=O)c2cn(C)cn2)O3)cc1 | 6 | 18
C/C(=N\NC(=O)c1nnn(-c2nonc2N)c1-c1cccs1)c1cccc(O)c1 | 12 | 0
CCOCCn1ccc2c(OCC(=O)NCc3ccccc3)cccc2c1=O | 27 | -28
Cn1c(CC(=O)NNC(=O)c2ccc(F)cc2F)nc2ccccc21 | -2 | 12
COc1ccc2c(CC(=O)NCC3CCC(C(=O)O)CC3)cc(=O)oc2c1 (stereo unspecified) | 6 | -6
Cc1cc(SCC(=O)NCCN2C(=O)CSC2=O)nc2c(C)cccc12 | 34 | -27
CCn1c(SC(C)C(=O)Nc2ccc(N3CCOCC3)cc2)nnc1C1CC1 (stereo unspecified) | -6 | -6
O=C(NCc1ccccc1)C1CCCN(C(=O)NCc2ccccc2)C1 (stereo unspecified) | 3 | -12
C/C(CC(=O)NCCCN1CCOCC1)=N\NC(=O)COc1ccc(C)cc1 | 6 | -5
O=S(=O)(NCc1csc(-c2cccs2)n1)c1cccc(C(F)(F)F)c1 | 4 | -12
CC(=O)Nc1ccc([N+](=O)[O-])c(CS(=O)(=O)c2ccc(C)cc2)c1[N+](=O)[O-] | 25 | -6
COc1ccc(OCC(O)CNCCOc2ccccc2OC)c(C(C)(C)C)c1 (stereo unspecified) | 2 | -12
CC(=O)C1CCC2C3CCC4=CC(=O)CC[C@]4(C)[C@@]3(F)C(O)C[C@]12C (stereo partly specified) | 18 | -18
Cc1cc(C)n(CCNc2nc3nonc3nc2N2CCCCC2)n1 | 9 | -23
CCS(=O)(=O)N1CCC(c2nc(-c3ccc(C(F)(F)F)cc3)no2)CC1 | 4 | 12
O=C(Cc1cccc(Cl)c1)Nc1ccc(Br)cc1 | 18 | -21
COc1ccc(-c2nnc(SCC(=O)c3cccs3)o2)c(OC)c1 | 17 | -2
CCCCN=CC1=C(O)C(C(=O)OC)C(C)(C)CC1=O (stereo unspecified) | -15 | -12
Cc1ccc2oc(C(=O)N3CCC(O)(c4cccc(C(F)(F)F)c4)CC3)c(C)c2c1 | 10 | -44
COc1ccc(C2=NOC(CN3C(=O)c4ccccc4S3(=O)=O)C2)cc1 (stereo unspecified) | 43 | -8
CC(=O)c1cc(NC(=O)c2cccc(C(F)(F)F)c2)c(=O)oc1C | 13 | -28
O=C(Cc1cccs1)Nc1ccc(-c2nnc(-c3ccccc3)o2)cc1 | 19 | -26
CCC(=O)Nc1nc2ccccc2n1CCN(CC)CC | 5 | -2
Cc1occc1C(=O)NCc1ccco1 | 13 | -15
O=C(Nc1ccc(O)cc1)c1ccc(NC(=O)c2ccco2)cc1 | 28 | -14
CC1CC(C)CN(C(=O)Nc2ccccc2F)C1 (stereo unspecified) | 4 | 0
COc1ccc(OC)c(NC(=O)CSc2nnc(C3CCCCC3)o2)c1 | 22 | -25
CC1(c2ccccc2Cl)NC(=O)N(CC(=O)Nc2ccccc2OC(F)F)C1=O (stereo unspecified) | 43* | -23
Cc1nnc(NC(=O)c2ccc3ccccc3c2)s1 | 17 | -6

Some of these compounds in order of the OX1R antag-2 value, largest number first.
Structure | OX1R antag-1 | OX1R antag-2
CCn1c(SC(C)C(=O)Nc2ccc(N3CCOCC3)cc2)nnc1C1CC1 (stereo unspecified) | -6 | -6
COc1ccc(OCC(O)CNCCOc2ccccc2OC)c(C(C)(C)C)c1 (stereo unspecified) | 2 | -12
CCNC(=S)N1CCC(c2nc3cc(C)c(C)cc3[nH]2)CC1 | 7 | -21
CCOC(=O)C1=C(O)/C(=C/c2cn(CC(=O)NCC3CCCO3)c3ccccc23)SC1=Nc1ccc(C)cc1 (stereo unspecified) | 15 | -22

Remaining list, next part:
SMILES | OX1R antag-1 | OX1R antag-2
CCc1ccc(O)c(-c2cc(C(=O)Nc3cccnc3)[nH]n2)c1 | 53 | -7
COc1cccc(/C(O)=C/c2nc3ccc(C(=O)NCCc4cccc(C)c4)cc3[nH]c2=O)c1 | 3 | -4
Cc1cc(O)c(C(C)C)cc1C1(c2cc(C(C)C)c(O)cc2C)OC(=O)c2ccccc21 | 0 | -5
Cc1noc(C)c1COc1ccc(C(=O)N2CCN(S(=O)(=O)c3ccccc3)CC2)cc1 | -1 | -10
COc1ccc2[nH]c3c(c2c1)CCN1C(=O)C(CC(=O)NCCc2ccccn2)C[C@H](C(=O)N2CCCCC2)[C@@]31C (stereo partly specified) | 8 | -19
[O-][n+]1onc2c1CCc1c-2nn(-c2ccccc2Cl)[n+]1[O-] | 8 | -12
CN(C)S(=O)(=O)c1cc(C(=O)Nc2ccn(C)n2)c(Cl)cc1Cl | 2 | -16
COCCNc1nc2nonc2nc1NC(C)c1ccccc1Cl (stereo unspecified) | 17 | -14
COc1ccc2[nH]c3c(c2c1)CCn1c-3nc2ccccc2c1=O | 47* | 9
COC(=O)c1cc(NC(=O)c2ccc(-c3ccccc3)cc2)ccc1Cl | 44 | -14
CSc1cccc(NC(=O)CCS(=O)(=O)c2cccc3nonc23)c1 | 61 | -6
CC(C)(C)OC(=O)N1CCC[C@H]1c1nnc(SCc2ccc(Cl)cc2)o1 | 22 | -28
CC1COc2ccccc2N1S(=O)(=O)c1ccc(Cl)cc1 (stereo unspecified) | 16 | -38
O=S(=O)(NCCc1ccc2c(c1)OCCO2)c1cccs1 | 36 | -8
NC(=O)COc1ncnc2scc(-c3ccc(F)cc3)c12 | 2 | -5
O=C(CN1C(=O)C2C3C=CC(C3)C2C1=O)NCCN1CCCc2ccccc21 (stereo unspecified) | 17 | -11
C[N+]1(CN2C(=O)C3C4C=CC(C4)C3C2=O)CCCCC1 (stereo unspecified) | 4 | -4
CCOCCCNC(=O)C(NC(=O)Cc1cccs1)c1ccc(Cl)cc1 (stereo unspecified) | 12 | -20
Cc1nnc(SCc2ccc(CSc3nnc(C)c(=O)[nH]3)cc2)[nH]c1=O | 14 | -11
C=CCn1c(CCn2c3ccccc3c3ccccc32)n[nH]c1=S | 13 | -18
O=C(OCCCN=C1NS(=O)(=O)c2ccccc21)C1CC(=O)N(c2ccc(Cl)cc2)C1 (stereo unspecified) | 6 | -29
Cn1ccnc1C(=O)c1ccc(N)cc1 | 17 | -3
CC1CCc2sc(C(=O)N(C)CC(=O)Nc3cccc(F)c3)cc2C1 (stereo unspecified) | 11 | -15
CCOC(=O)c1[nH]c(C)c(C(=O)NC2CCCCCC2)c1C | 19 | -7
CC(C)(C)NC(=O)C1CCN(C(=O)c2ccc(Br)cc2)CC1 | 2 | -13
CN(C)S(=O)(=O)c1ccc(N2CCCC2)c(C(=O)Nc2nc(-c3cc(F)ccc3F)cs2)c1 | -6 | -19
Nc1cccc(P(=O)(c2ccccc2)c2ccccc2)c1 | 22 | -10
CC1=CCC2C(=O)N(c3ccc(Br)cc3C)C(=O)C2C1 (stereo unspecified) | 16 | -18
COC(=O)c1ccc(NC(=O)Cn2nc(C(=O)Nc3ccc(C)cc3)ccc2=O)cc1 | 14 | -24
COc1cccc(C(C(=O)NC(C)(C)C)N(Cc2ccco2)C(=O)CCC(=O)Nc2cc(C)on2)c1OC (stereo unspecified) | 42 | 0
COc1ccc2oc(C(=O)OCC(=O)Nc3ccc(NC(C)=O)cc3)c(C)c2c1 | 13 | -33
O=C(NCCc1c[nH]c2ccccc12)c1cccc(Br)c1 | 15 | -17
CCCc1ccc(OCC(=O)NNC(=O)c2cccnc2)cc1 | 0 | -12
COc1ccc(-c2c(C)cc3oc(=O)cc(-c4ccccc4)c3c2C)cc1C=O | 5 | -14
Cc1cccc(N(C)S(=O)(=O)c2cccc3nsnc23)c1 | 27 | -23
Cc1ccc(NC(=O)CCn2cnc3cc(C)c(C)cc32)cc1 | 12 | -23
COc1ccc([N+](=O)[O-])cc1NC(=O)c1cn(-c2ccc(Cl)cc2)c(=O)c2ccccc12 | 8 | -20
COc1cc(NS(=O)(=O)c2ccc(NC(=O)/C=C/c3ccc([N+](=O)[O-])cc3)cc2)ncn1 | 12 | -21
CCOC(=O)C1=CN(Cc2ccco2)S(=O)(=O)NC1c1cccc(OC)c1 (stereo unspecified) | 8 | -7
Cc1ccc(C(=O)OCc2nnc(-c3ccc(Br)cc3)o2)cc1 | 12 | -13
O=C(Nc1ccccc1)N1CCN(S(=O)(=O)c2ccccc2)CC1 | 9 | -10
COCCNC(=O)NC(=O)COC(=O)C12CC3CC(CC(NC(C)=O)(C3)C1)C2 | 27 | -12
CN1CCN(C2=Cc3ccccc3Sc3cc(F)c(F)cc32)CC1 | 12 | -21
CC(C)c1nc(NCc2ccccc2)c(C#N)c2c1CCCC2 | 11 | -6
CCCn1c(N)c(N(CCOC)C(=O)c2ccc(-c3ccccc3)cc2)c(=O)[nH]c1=O | 11 | -4
Clc1cnc(N/N=C/c2ccco2)c(Cl)c1 | 4 | -6
O=c1cc(O)c2sc(Nc3ccc(F)cc3)nc2[nH]1 | 32 | 0
Nn1c(SCC(=O)Nc2ccccc2F)nnc1-c1cccnc1 | 4 | -12
CCOc1ccc(C(C)C)cc1S(=O)(=O)n1nc(C)cc1C | -3 | -14
CC1CCN(CCCNC(=O)c2ccc3c(=O)n(Cc4ccc(Cl)cc4)c(=S)[nH]c3c2)CC1 | 14 | -8
C=CCn1c(SCC(=O)NCCOC)nc2scc(-c3ccco3)c2c1=O | -1 | -18
COc1ccc(S(=O)(=O)N2CCCCC2)cc1NC(=O)c1ccc([N+](=O)[O-])o1 | 8 | -20
COCCOC(=O)C(C#N)c1nc2ccccc2nc1N1CCN(Cc2ccccc2)CC1 (stereo unspecified) | 25 | -33
C#CCN(C(=O)c1cc(COc2cccc(C(F)(F)F)c2)on1)C1CCCCC1 | 18 | -2
CC1(C)CC(=O)C2=C(C1)NC(=O)CC2c1cc(F)ccc1F (stereo unspecified) | 17 | -18

OX1R antag-1, hit marks shown above
SMILES | OX1R antag-1 | OX1R antag-2
CCn1c(C)c(C(=O)O)c2cc(OC)c3ccccc3c21 | 99* | -29
CC1(c2ccccc2Cl)NC(=O)N(CC(=O)Nc2ccccc2OC(F)F)C1=O (stereo unspecified) | 43* | -23
COc1ccc2[nH]c3c(c2c1)CCn1c-3nc2ccccc2c1=O | 47* | 9
